RGS4 inhibitor – Inhibitors of Regulator of G Protein Signaling (RGS) 4: qHTS; Transcreener GDP fluorescence polarization, RGS4-accelerated GTP hydrolysis; Regulator of G-protein signaling 4 (Homo sapiens), P49798; 390,000 compounds, 0.039% hits; Potency, µM (top dose mostly 114 µM), for inactives: top-dose activity change, negative = inhibition, hits mostly inhibitors; AID 504845, 2011; note: potency is the fitted concentration of half-maximal effect; % is set by controls: 0 for no effect and ±100 for the full control effect; nearly all actives have a fitted effect of over 75% in size; some results filed as inactive show a strong effect at the top dose
Target sequence (P49798 whole entry, looked up): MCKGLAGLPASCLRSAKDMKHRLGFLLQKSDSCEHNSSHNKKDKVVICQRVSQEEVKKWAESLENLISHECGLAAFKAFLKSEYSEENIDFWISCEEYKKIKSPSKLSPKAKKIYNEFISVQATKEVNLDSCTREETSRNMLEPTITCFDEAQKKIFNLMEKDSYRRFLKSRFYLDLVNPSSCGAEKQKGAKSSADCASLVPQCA
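MLSMR compounds (23 nl, pin-transferred) preincubated 10 min at room temperature with a 500nM (2x) first reagent, then RGS4 at 900nM (2x) plus Transcreener GDP mix added; fluorescence polarization (620/688 nm) read before and after 90 min at 30 °C.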
D2 agonist – HTS Assay for Allosteric Agonists of the Human D2 Dopamine Receptor: Primary Screen for Agonists; activation, % at 2 µM; AID 485358, 2010; D(2) dopamine receptor (Homo sapiens), P14416; 340,000 compounds, 0.53% hits; HEK293 T-REx D2 cells, calcium flux agonist mode;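 active = activation over 3 SD above normal in the single-dose calcium agonist read, cut at about 30% in these data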; note: 0% is about no effect
Target sequence (P14416 whole entry, looked up): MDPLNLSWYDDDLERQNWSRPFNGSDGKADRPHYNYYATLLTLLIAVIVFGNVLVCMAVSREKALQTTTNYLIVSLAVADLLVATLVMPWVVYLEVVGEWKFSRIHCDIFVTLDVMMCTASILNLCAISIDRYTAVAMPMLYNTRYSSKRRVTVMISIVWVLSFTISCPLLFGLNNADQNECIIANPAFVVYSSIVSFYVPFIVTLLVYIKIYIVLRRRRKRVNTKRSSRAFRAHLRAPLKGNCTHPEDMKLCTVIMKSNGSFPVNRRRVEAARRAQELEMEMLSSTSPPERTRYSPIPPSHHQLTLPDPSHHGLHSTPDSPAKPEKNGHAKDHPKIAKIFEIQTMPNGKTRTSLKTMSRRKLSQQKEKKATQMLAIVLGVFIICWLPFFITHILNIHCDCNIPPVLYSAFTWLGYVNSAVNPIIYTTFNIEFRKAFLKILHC
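Calcium-flux readout, 1 cycle/sec over 180 s following compound pin transfer, in inducible HEK293 Trex D2 cells (force-coupled); dopamine controls included. Positive calcium responses during this window marked compounds as potential agonists.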
ERG Ets-DNA blk – qHTS for Small Molecule Inhibitors of the ERG Ets/DNA interaction; 370,000 compounds, 0.028% hits; fluorescence polarization, His-ERG Ets domain / labelled DNA; AID 624246, 2012; Potency, µM (top dose mostly 76.9 µM), without a hit: top-dose FP activity, negative = inhibition, most hits filed as inhibitors; Transcriptional regulator ERG (Homo sapiens), P11308; active = well fitted inhibition curve with a large enough effect in the polarisation, with a control signal flat; inconclusive = small, poorly fitted or top-dose-only effect, or effect the other way, or a change in a side signal; inactive = no such curve, though single readings can be large or run the other way; the % refers to the polarisation;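 note: polarization taken with two DNA probes labelled with fluorescein and Texas red; potency is the fitted concentration of half-maximal effect; % of control where 0% means no effect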
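His-tagged ERG Ets domain (1 uM in the protein solution; 300mM KCl, 50mM Tris-HCl, 1mM EDTA, 1mM DTT, pH 7.5) received compound, then a probe mix of 5 nM fluorescein-DNA and 100nM Texas-615-DNA. Fluorescence polarization was read for both dyes.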
Vif-A3F inh – qHTS for Inhibitors of Vif-A3F Interactions: qHTS; HeLa A3F-eYFP + Vif (tagged APOBEC3F with the HIV-1 protein that degrades it), YFP fluorescence increase; Potency, µM (series often up to 46.1 µM), without a hit: top-dose activity, negative = active; 390,000 compounds, 0.2% hits; note: potency is the fitted concentration of half-maximal effect; % of control where 0% means no effect; nearly all actives have a fitted effect of over 65% in size
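HeLa cells stably expressing Vif plus C-terminally eYFP-tagged A3F were seeded, incubated overnight at 37 deg C, dosed with compound, incubated overnight again at 37 deg C. Yellow fluorescence (Ex 488/Em 500-530) reported blocked Vif-mediated A3F-eYFP degradation.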
D2 antag – HTS Assay for Allosteric Antagonists of the Human D2 Dopamine Receptor: Primary Screen for Antagonists; D(2) dopamine receptor (Homo sapiens), P14416; HEK293 TREx D2 cells, calcium flux, dopamine EC80; inhibition, % at 10 µM; 340,000 compounds, 2% hits; AID 485344, 2010; in the data active = inhibition above about 30%; note: 0% is about no effect
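Dopamine at EC80 is the agonist stimulus; test compounds precede it by 180 s. Calcium flux read kinetically in a force-coupled, inducible HEK293 T-REx D2 cell line.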
LDHA inh – qHTS assay for inhibitors of human lactate dehydrogenase; AID 1347041, 2019; 480,000 compounds, 0.15% hits; L-lactate dehydrogenase A chain (Homo sapiens), P00338; purified LDHA, NADH/diaphorase-resazurin fluorescence; stronger effect = lower value; activity change, % (values are at about 110 or 230 µM); in the data active = activity change below about -30%; inconclusive = mostly about -25% to -30%;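 note: plate controls were DMSO wells for no effect and wells without enzyme for full effect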
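Human LDH5 (2 nM) was incubated with 0.06 mM NADH and 0.2 mM pyruvate for 5 min at room temperature in Tris pH 7.4. Remaining NADH was coupled through diaphorase/resazurin, and resorufin fluorescence was read at 0 and 20 min.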
ALOX12 inh – Primary qHTS assay for inhibitors of human arachidonate 12S-lipoxygenase (ALOX12): Round 2; Potency, µM (doses to about 108 µM), without a hit: at the highest dose activity change, negative = inhibition, actives largely listed as inhibitors; purified 12hLO, xylenol orange hydroperoxide absorbance; 580,000 compounds, 1.1% hits; AID 1671190, 2021; Polyunsaturated fatty acid lipoxygenase ALOX12 (Homo sapiens), P18054; note: potency is the fitted concentration of half-maximal effect; % is set by controls: 0 for no effect and ±100 for the full control effect
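Hydroperoxide product was detected by ferrous iron/xylenol orange as the 573 to 405 nm absorbance ratio. Arachidonic acid at 40 uM (final) was turned over for 30 min at room temperature by 150 nM human 12hLO, pH 7.0 Hepes buffer, after 15 min compound preincubation.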
Vif-A3G inh – qHTS for Inhibitors of Vif-A3G Interactions: qHTS; DNA dC->dU-editing enzyme APOBEC-3G (Homo sapiens), Q9HC16; HeLa A3G-eYFP + Vif (tagged APOBEC3G with the HIV-1 protein that degrades it), YFP fluorescence, overnight; Potency, µM (highest dose often 46.1 µM), for the others: at the top dose activity, negative = active, actives largely listed as inhibitors; 410,000 compounds, 0.076% hits; AID 602310, 2012;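 note: potency is the fitted concentration of half-maximal effect; % is set by controls: 0 for no effect and ±100 for the full control effect; nearly all actives have a fitted effect of over 60% in size; hits raise eYFP signal because A3G escapes Vif-driven loss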
Target sequence (Q9HC16 whole entry, looked up): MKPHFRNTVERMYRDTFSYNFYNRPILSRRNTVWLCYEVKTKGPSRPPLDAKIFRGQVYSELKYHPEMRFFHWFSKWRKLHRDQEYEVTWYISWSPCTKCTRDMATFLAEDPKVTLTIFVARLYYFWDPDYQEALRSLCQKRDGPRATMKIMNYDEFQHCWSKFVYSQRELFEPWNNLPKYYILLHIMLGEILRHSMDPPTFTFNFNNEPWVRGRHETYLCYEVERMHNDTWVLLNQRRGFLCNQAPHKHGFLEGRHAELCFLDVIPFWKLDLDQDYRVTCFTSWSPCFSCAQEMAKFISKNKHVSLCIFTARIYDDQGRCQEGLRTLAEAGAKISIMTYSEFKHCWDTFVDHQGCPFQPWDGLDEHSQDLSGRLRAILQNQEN
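Read-out is eYFP fluorescence (Ex 488/Em 500-530) from Vif-expressing HeLa A3G-eYFP cells; more signal means A3G escaped Vif-mediated degradation. Cells plated overnight, compound pinned in, incubated overnight at 37 deg C.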
Glioma ERSR ind – qHTS for Inducers of the Endoplasmic Reticulum Stress Response (ERSR) in Human Glioma: qHTS. 420,000 compounds, 0.02% hits. AID 602332, 2012. U87-MG GRP78 promoter luciferase reporter, 16 h. Potency, µM, without a hit: at the highest dose activation, usual class: activators; note: potency is the fitted concentration of half-maximal effect; series mostly up to about 76 µM; % of control where 0% means no effect; nearly all actives have a fitted effect of over 35% in size
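Stably transfected U87-MG glioma cells carrying a GRP78-based luciferase sensor; 16 h compound incubation. Luminescence end-point read 10 min after Bright-Glo addition at room temperature.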
* = called active by the depositor; [ ] = remark or other dose. Unless noted, calls come from the whole dose curve; as a rule, active = well fitted curve in the direction sought with a large enough effect; inconclusive = small, poorly fitted or top-dose-only effect, or another doubt; inactive = no such curve, though single readings can be large; an effect the other way counts as inactive or inconclusive. An excerpt; count on the stated rates, not on these rows.

How did CCc1nc2sc3c(Cl)ncnc3c2c2c1CCCC2 do in these assays?
RGS4 inhibitor: 0%; D2 agonist: 0.4; ERG Ets-DNA blk: -3%; Vif-A3F inh: 7%; D2 antag: -1; LDHA inh: -10; Vif-A3G inh: -6%; Glioma ERSR ind: -7%

How did COc1ccc(Cl)cc1S(=O)(=O)N1CCN(CC(=O)Nc2ccccc2C(F)(F)F)CC1 do in these assays?
RGS4 inhibitor: -10%; D2 agonist: 1.1; ERG Ets-DNA blk: 2%; Vif-A3F inh: 4%; LDHA inh: -1; ALOX12 inh: 3%; Vif-A3G inh: -4%; Glioma ERSR ind: -3%

Results for CCN1CCN(c2ccc(S(=O)(=O)N3CCCCC3)cc2NC(=O)/C=C/c2cc(OC)ccc2OC)CC1 ?
RGS4 inhibitor: -35%; D2 agonist: 0.6; ERG Ets-DNA blk: 5%; Vif-A3F inh: inconclusive; D2 antag: -6; LDHA inh: -1; ALOX12 inh: inconclusive; Vif-A3G inh: 4%; Glioma ERSR ind: -4%

How did CN(CCOc1ccccc1)CC(=O)Nc1ccc(Br)cc1F do in these assays?
RGS4 inhibitor: -2%; D2 agonist: 0.6; ERG Ets-DNA blk: -4%; Vif-A3F inh: -22%; D2 antag: 53*; LDHA inh: 2; ALOX12 inh: -6%; Vif-A3G inh: 6%; Glioma ERSR ind: -5%

What do the screens show for `CCOc1cc(NC(=S)NCC2CCCO2)c(OCC)cc1NC(=O)c1ccc(C)cc1` (centres undefined)?
RGS4 inhibitor: 2%; D2 agonist: 0.8; ERG Ets-DNA blk: -4%; Vif-A3F inh: 0%; D2 antag: 2; LDHA inh: -8; ALOX12 inh: -19%; Vif-A3G inh: 2%; Glioma ERSR ind: -7%

What do the screens show for `CCCCN(NC(C)=O)c1nc(Cl)nc(NC(C)C)n1`?
RGS4 inhibitor: 25%; D2 agonist: 0.1; Vif-A3F inh: -5%; D2 antag: 5; LDHA inh: -6; ALOX12 inh: 5%; Vif-A3G inh: -3%; Glioma ERSR ind: -3%

What do the screens show for `CCOc1ccc(-c2nc(CSCC(=O)N3CCN(c4ccc(F)cc4)CC3)c(C)o2)cc1`?
RGS4 inhibitor: 8%; D2 agonist: -0.6; ERG Ets-DNA blk: 2%; Vif-A3F inh: 3%; LDHA inh: 5; ALOX12 inh: -19%; Vif-A3G inh: 4%; Glioma ERSR ind: -3%

What do the screens show for `COc1ccccc1-c1c(C)nn2c(N3CCN(c4ccc(Cl)cc4)CC3)cc(C)nc12`?
RGS4 inhibitor: 9%; D2 agonist: 0.6; ERG Ets-DNA blk: -2%; Vif-A3F inh: 1%; LDHA inh: 1; ALOX12 inh: -16%; Vif-A3G inh: 1%; Glioma ERSR ind: -4%

Results for Cc1ccc(CN2C(=O)SC(Nc3ccccc3)C2=O)cc1 (centres undefined) ?
RGS4 inhibitor: -1%; D2 agonist: -0.4; ERG Ets-DNA blk: -10%; Vif-A3F inh: 2%; LDHA inh: -3; ALOX12 inh: -23%; Vif-A3G inh: -6%; Glioma ERSR ind: -2%

What do the screens show for `Cc1ccccc1NC(=O)CN(C)S(=O)(=O)c1cccc2cccnc12`?
RGS4 inhibitor: -10%; D2 agonist: -0.3; ERG Ets-DNA blk: 4%; Vif-A3F inh: -1%; D2 antag: 4; LDHA inh: -3; ALOX12 inh: 8%; Vif-A3G inh: -2%; Glioma ERSR ind: -2%

Results for Cc1cccc(C(=O)N2c3ccccc3C(=O)OC2c2ccc3c(c2)OCO3)c1 (centres undefined) ?
RGS4 inhibitor: 1%; D2 agonist: 0.9; ERG Ets-DNA blk: 0%; Vif-A3F inh: -11%; D2 antag: 15; LDHA inh: 0; ALOX12 inh: 346%[activator]; Vif-A3G inh: 6%; Glioma ERSR ind: 7%

Results for COc1ccc(N(C(C)C(=O)NC2CCCCCC2)S(C)(=O)=O)cc1 (centres undefined) ?
RGS4 inhibitor: -17%[56.9 µM]; D2 agonist: -0.7; ERG Ets-DNA blk: 0%; Vif-A3F inh: 3%; D2 antag: 16; LDHA inh: -9; ALOX12 inh: -4%; Vif-A3G inh: 1%; Glioma ERSR ind: -3%

Results for CCC(=O)N1CCN(c2ccc(NC(=O)c3ccc4c(c3)OCO4)cc2)CC1 ?
RGS4 inhibitor: -24%; D2 agonist: 1.3; ERG Ets-DNA blk: -1%; Vif-A3F inh: -2%; D2 antag: 7; LDHA inh: -3; ALOX12 inh: inconclusive; Vif-A3G inh: -1%; Glioma ERSR ind: -6%

What do the screens show for `Cc1nnc(Cl)c2nn(-c3ccccc3)c(C)c12`?
RGS4 inhibitor: -4%; D2 agonist: -2.2; ERG Ets-DNA blk: 11%; Vif-A3F inh: -21%; D2 antag: 13; LDHA inh: 2; ALOX12 inh: -10%; Vif-A3G inh: 1%; Glioma ERSR ind: -2%

How did COc1cc(/C=C/C(=O)OCC(=O)NCc2cccs2)ccc1OC(F)F do in these assays?
RGS4 inhibitor: 0%; D2 agonist: -0.9; ERG Ets-DNA blk: 0%; Vif-A3F inh: -16%; D2 antag: -7; LDHA inh: -10; ALOX12 inh: -18%; Vif-A3G inh: 1%; Glioma ERSR ind: 2%

What do the screens show for `CCCN1Cc2cccc(C(=O)NC(CC(=O)OCC)c3ccc(OC(C)C)cc3)c2C1=O` (centres undefined)?
RGS4 inhibitor: -1%; D2 agonist: 0.5; ERG Ets-DNA blk: 11%; Vif-A3F inh: 7%; D2 antag: -23; LDHA inh: 2; ALOX12 inh: -4%; Vif-A3G inh: 3%; Glioma ERSR ind: 2%

What do the screens show for `COC(=O)c1ccccc1NC(=O)CSc1nnnn1C`?
RGS4 inhibitor: -50%; D2 agonist: 0.3; ERG Ets-DNA blk: -4%; Vif-A3F inh: 1%; D2 antag: 13; LDHA inh: -7; ALOX12 inh: 0%; Vif-A3G inh: -1%; Glioma ERSR ind: -5%

Results for Cc1cccc(N2CCN(C(=O)CCCn3c(=O)c4cccn4c4cccnc43)CC2)c1C ?
RGS4 inhibitor: -4%[56.9 µM]; D2 agonist: 0.8; ERG Ets-DNA blk: -8%; Vif-A3F inh: -5%; D2 antag: -8; LDHA inh: -1; ALOX12 inh: 0%; Vif-A3G inh: 0%; Glioma ERSR ind: 2%

Results for Cc1ccccc1C(=O)Nc1nnc(SCc2cc(=O)c3c(C)ccc(C)c3[nH]2)s1 ?
RGS4 inhibitor: -17%; D2 agonist: 0.8; ERG Ets-DNA blk: 6%; Vif-A3F inh: 6%; LDHA inh: -3; ALOX12 inh: -27%; Vif-A3G inh: 6%; Glioma ERSR ind: 3%

How did O=C(CSc1ccc2c(c1)OCCO2)Nc1ccc(Cl)cn1 do in these assays?
RGS4 inhibitor: -4%; D2 agonist: -0.4; ERG Ets-DNA blk: 6%; Vif-A3F inh: -5%; D2 antag: 2; LDHA inh: -1; ALOX12 inh: 0%; Vif-A3G inh: 2%; Glioma ERSR ind: 9%

Results for CC(C)CN1C(=O)C(=O)N(CC(=O)NCc2ccc3c(c2)OCO3)C1=O ?
RGS4 inhibitor: 5%; D2 agonist: 0.3; ERG Ets-DNA blk: 2%; Vif-A3F inh: -15%; D2 antag: 9; LDHA inh: 0; ALOX12 inh: 5%; Vif-A3G inh: 1%; Glioma ERSR ind: -2%

What do the screens show for `Cc1cc2ncc(-c3ccc(Cl)cc3)cn2n1`?
RGS4 inhibitor: 1%; D2 agonist: -3.6; ERG Ets-DNA blk: -2%; Vif-A3F inh: -6%; D2 antag: -6; LDHA inh: -12; ALOX12 inh: -13%; Vif-A3G inh: 0%; Glioma ERSR ind: -1%

Results for COc1cccc(C(=O)Nc2cc(=O)n(C)c(=O)n2C)c1 ?
RGS4 inhibitor: 16%; D2 agonist: -1.1; ERG Ets-DNA blk: 6%; Vif-A3F inh: 0%; D2 antag: -2; LDHA inh: -2; ALOX12 inh: inconclusive; Vif-A3G inh: 4%; Glioma ERSR ind: -4%

What do the screens show for `CC(C)[C@H](NS(=O)(=O)c1ccc2c(c1)OCCO2)C(=O)OCC(=O)Nc1ccccc1`?
RGS4 inhibitor: -18%; ERG Ets-DNA blk: -9%; Vif-A3F inh: 3%; LDHA inh: 2; ALOX12 inh: -16%; Vif-A3G inh: -9%; Glioma ERSR ind: 11%

Results for COc1ccc(OCC(=O)Nc2ccc(S(=O)(=O)Nc3cc(C)on3)cc2)cc1 ?
RGS4 inhibitor: -6%; D2 agonist: 0.2; ERG Ets-DNA blk: 13%; Vif-A3F inh: -1%; D2 antag: -10; LDHA inh: 0; ALOX12 inh: -11%; Vif-A3G inh: -1%; Glioma ERSR ind: -3%
